RGS7-Gao – human RGS7-Galphao interaction regulation; P09471; Multiplexed bead flow cytometry, RGS7-Galphao binding; actives lie on both sides; binding response (% of control), % at 10 µM; 220,000 compounds, 0.35% hits; AID 1439; in the data active means binding response below about 49% or above about 150%; inconclusive means no clear call, values can overlap the other calls; inactive means in between;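 further: fluorescent Galphao held in activated GDP-AlF4 state binding bead-coupled RGS7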
Target sequence (P09471 whole entry, looked up): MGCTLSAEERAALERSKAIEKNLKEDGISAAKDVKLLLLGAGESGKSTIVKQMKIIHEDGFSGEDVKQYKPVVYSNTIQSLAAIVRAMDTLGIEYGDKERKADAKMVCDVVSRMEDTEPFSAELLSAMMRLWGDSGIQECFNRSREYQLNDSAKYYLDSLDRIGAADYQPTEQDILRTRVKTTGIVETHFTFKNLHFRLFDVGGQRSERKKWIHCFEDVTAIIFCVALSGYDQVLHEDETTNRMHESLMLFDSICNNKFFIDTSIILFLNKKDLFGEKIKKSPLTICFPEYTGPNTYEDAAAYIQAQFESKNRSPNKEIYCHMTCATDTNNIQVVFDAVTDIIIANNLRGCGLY
RGS4-Gao reg – modulates binding of RGS4 to human Galphao. P09471. Multiplexed bead flow cytometry; actives lie on both sides. 220,000 compounds, 0.33% hits. binding response (% of control), % at 10 µM; in the data active means binding response below about 49% or above about 150%; inactive means in between;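 further: fluorescent Galphao activated with aluminum fluoride binding bead-coupled RGS4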
GSH fluor – compound fluoresces at 488/530 nm on GSH beads; GSH beads flow cytometry, compound fluorescence 488/530 nm; active compounds read high; fluorescence (KMESF) at 10 µM; 190,000 compounds, 0.25% hits; AID 1776; in the data active means fluorescence above about 89;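 further: glutathione beads carrying GST-tagged Bcl family fusion proteins plus one bare bead set; values are compound well signal with DMSO vehicle wells as background; inactives centre near 16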
Bim-Bfl-1 – inhibitors of Bim-Bfl-1 interaction, human; Q16548; Bead-based flow cytometry, Bim-Bfl-1 binding inhibition; inhibition, % at 10 µM; 190,000 compounds, 0.12% hits; AID 1008;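 further: 0% = wells without compound plus tracer and 100% = blocker peptide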
ABCG2 block – blocks JC-1 efflux by human ABCG2 transporter; Q9UNQ0; IgMXP3 cells, flow cytometry; inhibition, % at 6.6 µM; 190,000 compounds, 0.1% hits; AID 1325;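 active means inhibition above 80%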;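 further: 0% = DMSO and 100% = nicardipine control wells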
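material = IgMXP3 (ABCG2) plus far-red-tagged CCRF-Adr (ABCB1) cells | amount = 3 million cells/mL, equal mix of both lines | also added = JC-1 transporter substrate | dosing = one concentration, 6.6 µM final | schedule = 10 min at 25 °C | measured by = flow cytometric JC-1 green MFI at 530 nm | read-out basis = percent efflux inhibition, scaled nicardipine 100% to DMSO 0%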
RGS8-Gao – modulates binding of RGS8 to human Galphao. P09471. AID 1423. 220,000 compounds, 0.34% hits. response (percent of control binding), % at 10 µM. multiplexed bead flow cytometry; actives lie on both sides; in the data active means response below about 60% or above about 140%; inactive means in between;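 further: Galphao activated as the GDP aluminium fluoride complex binding bead-coupled RGS8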
Bim-Bcl-XL – human Bim-Bcl-XL interaction inhibition. Bim peptide-Bcl-XL binding, bead flow cytometry, fluorescence. Q07817. AID 1007. 190,000 compounds, 0.04% hits. inhibition, % at 10 µM
Bcl-B Bim block – inhibitors of Bim-Bcl-B interaction, human. Q9HD36. bead-based flow cytometry, Bim peptide-Bcl-B binding. inhibition, % at 10 µM. 190,000 compounds, 0.073% hits;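 further: 0% = tracer peptide without compound and 100% = reference inhibitor peptide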
Target sequence (Q9HD36 whole entry, looked up): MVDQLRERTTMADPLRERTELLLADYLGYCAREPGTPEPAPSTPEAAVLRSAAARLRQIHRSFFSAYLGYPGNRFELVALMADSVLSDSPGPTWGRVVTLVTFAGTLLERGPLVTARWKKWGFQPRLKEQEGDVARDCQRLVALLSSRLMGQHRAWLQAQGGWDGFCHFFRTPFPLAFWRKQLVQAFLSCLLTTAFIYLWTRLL
Bim-Bcl-W – inhibitors of Bim-Bcl-W interaction, human; 190,000 compounds, 0.02% hits; bead-based flow cytometry, Bim peptide-Bcl-W binding; Q92843; inhibition, % at 10 µM;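 further: 0% = bound tracer without compound and 100% = peptide blocker; higher means less fluorescent Bim peptide bound to Bcl-W beads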
Bim-Bcl-2 – human Bim-Bcl-2 interaction inhibition; P10415; Bead-based flow cytometry, Bim peptide-Bcl-2 binding; 190,000 compounds, 0.06% hits; AID 950; inhibition, % at 10 µM; in the data active means inhibition above about 40%; inconclusive means no clear call, values can overlap the other calls;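 further: 0% = no compound wells with probe peptide and 100% = reference peptide inhibitor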
Target sequence (P10415 whole entry, looked up): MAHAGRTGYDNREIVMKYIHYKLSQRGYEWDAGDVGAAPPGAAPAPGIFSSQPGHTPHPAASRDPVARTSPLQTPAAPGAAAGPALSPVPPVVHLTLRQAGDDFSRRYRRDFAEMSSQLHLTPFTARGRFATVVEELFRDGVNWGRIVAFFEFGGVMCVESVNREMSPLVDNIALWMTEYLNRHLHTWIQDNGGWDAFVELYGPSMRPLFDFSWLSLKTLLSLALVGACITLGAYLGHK
ABCB1 inh – blocks JC-1 efflux by human ABCB1 transporter; P08183; CCRF-Adr cells, flow cytometry; inhibition, % at 6.6 µM; 190,000 compounds, 0.067% hits; AID 1326; in the data active means inhibition above about 40%;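 further: 0% = vehicle and 100% = reference inhibitor; higher value means more JC-1 retained so stronger ABCB1 efflux block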
* marks the source's active call; other numbers are inactive results; ? = inconclusive; . = no result given. Unless noted, no stated cut-off is given here; in the data, active means inhibition above about 40%.

RGS7-Gao	Bim-Bcl-XL	ABCB1 inh	compound	ABCG2 block	RGS8-Gao	RGS4-Gao reg	Bim-Bcl-W	Bim-Bcl-2	Bim-Bfl-1	Bcl-B Bim block	GSH fluor
116	-1	0.1	Nc1nc(SCCOc2ccccc2)n[nH]1	0	118	118	-4	-6	-13	-8	28
106	-4	0.1	CC(=O)c1c(C)[nH]c(C(=O)Nc2c(C)n(C)n(-c3ccccc3)c2=O)c1C	4	104	104	-5	-3	-3	-4	11
103	-2	0.5	Cc1ccc(/C=N/NC(=O)c2cccc(S(=O)(=O)N3CCOCC3)c2)o1	3	104	101	0	0	-1	-3	17
86	-3	0.1	COc1ccc(N2C(=O)CCC(C(=O)N3CCC(C(N)=O)CC3)C2c2ccc(F)cc2)cc1 (stereo not given)	1	94	91	-2	-1	-2	0	20
101	-13	0.0	S=C(Nc1ccc(Oc2ccccc2)cc1)NC1CCCCCC1	2	100	100	-6	-3	-8	-26	17
105	-3	0.5	c1ccc(-c2ccccc2-c2nc(-c3ccncc3)no2)cc1	11	104	103	-1	-9	-4	-5	28
132	.	20	CCc1cccc(CC)c1-n1c(SCC(=O)N2CCc3ccccc3C2)nnc1-c1cccnc1	15	104	128	.	?	.	.	51
93	-8	0.2	O=C1OC(Cc2ccccn2)C(O)=C1C1=NCCCN1 (stereo not given)	3	95	94	-3	-7	-11	-8	15
94	-1	0.2	COC(=O)c1ccc(S(=O)(=O)NNC(=O)COc2ccc(C)cc2)cc1	0	99	98	-1	0	1	-5	7
93	-3	0.9	C=CCC1C=CCC(CC=C)N1C(=O)c1ccccc1[N+](=O)[O-] (stereo not given)	3	90	97	-1	-1	0	-6	9
?	-4	0.8	CCNc1nc(NCC)nc(N/N=C(\C)c2ccc(OC)cc2)n1	9	102	102	1	-3	-8	-3	9
96	-2	2.5	COc1ccc(Cn2c(=O)c3cccnc3n(Cc3ccc([N+](=O)[O-])cc3)c2=O)cc1	10	101	100	-1	-2	-4	0	13
91	-3	1.2	C(#Cc1ccccc1)C[N+]1(CC#Cc2cccc3ccccc23)CCCC1	10	100	95	2	3	3	-4	7
103	-12	1.1	O=C(CSc1nnc(-c2ccco2)n1Cc1ccco1)N1CCOCC1	32	99	99	-6	-16	-28	-13	26
99	-9	1.5	Cc1ccc(S(=O)(=O)N2CCCOC2CNC(=O)C(=O)NCCc2c[nH]c3ccccc23)cc1 (stereo not given)	71	101	105	-4	-5	-1	-4	10
103	-5	0.3	C=C(C)[C@@H]1CC=C(CN2CCC(N3CCC(C(=O)N4CCCC4)CC3)CC2)CC1	8	98	100	-1	-1	-6	-1	13
?	-2	-0.2	CC(C)(C)c1cc(CSC(=S)NC2CCS(=O)(=O)C2)c(Br)c(C(C)(C)C)c1 (stereo not given)	-4	96	94	0	-1	-6	-1	19
97	-3	0.2	C/C(=N\NC(=S)NCc1ccccc1)c1ccccc1F	1	98	99	-3	-4	-7	-5	18
87	3	0.9	CCOc1cc(N2CCOCC2)c(OCC)cc1NC(=O)Cc1ccccc1OC	5	92	83	7	2	-5	4	7
99	1	1.0	CCC(C)NCCOCCOc1ccc(C)cc1Br (stereo not given)	2	98	91	6	18	5	22	19

Part of the list above, as comma-separated lines.
molecule,RGS7-Gao,Bim-Bcl-XL,ABCB1 inh,ABCG2 block,RGS8-Gao,RGS4-Gao reg,Bim-Bcl-W,Bim-Bcl-2,Bim-Bfl-1,Bcl-B Bim block,GSH fluor
c1ccc(-c2ccccc2-c2nc(-c3ccncc3)no2)cc1,105,-3,0.5,11,104,103,-1,-9,-4,-5,28
CCc1cccc(CC)c1-n1c(SCC(=O)N2CCc3ccccc3C2)nnc1-c1cccnc1,132,.,20,15,104,128,.,?,.,.,51

The listing picks up, repeating the four entries before the break.
RGS7-Gao	Bim-Bcl-XL	ABCB1 inh	compound	ABCG2 block	RGS8-Gao	RGS4-Gao reg	Bim-Bcl-W	Bim-Bcl-2	Bim-Bfl-1	Bcl-B Bim block	GSH fluor
?	-2	-0.2	CC(C)(C)c1cc(CSC(=S)NC2CCS(=O)(=O)C2)c(Br)c(C(C)(C)C)c1 (stereo not given)	-4	96	94	0	-1	-6	-1	19
97	-3	0.2	C/C(=N\NC(=S)NCc1ccccc1)c1ccccc1F	1	98	99	-3	-4	-7	-5	18
87	3	0.9	CCOc1cc(N2CCOCC2)c(OCC)cc1NC(=O)Cc1ccccc1OC	5	92	83	7	2	-5	4	7
99	1	1.0	CCC(C)NCCOCCOc1ccc(C)cc1Br (stereo not given)	2	98	91	6	18	5	22	19
102	0	-0.8	CCOC(=O)N1CCN(S(=O)(=O)c2ccc(C(=O)NNc3nc4c(C)cc(C)cc4s3)cc2)CC1	-2	103	103	-2	-1	5	-5	16
101	-3	1.0	O=c1cc(-c2ccccc2Cl)oc2c([N+](=O)[O-])c(O)cc(O)c12	17	106	103	-1	1	-1	-2	18
98	2	0.4	Cc1nnc(SCC(=O)N2CCC(Cc3ccccc3)CC2)n(N)c1=O	1	98	97	3	0	-1	1	19
107	-2	0.7	CC(=O)c1ccc(C(=O)N(CCN(C)C)c2nc3c(Cl)cccc3s2)cc1	8	100	105	2	-3	-3	-3	25
138	-11	0.9	O=C(OCC(=O)N1CCN(C(=O)c2ccco2)CC1)C1=COCCO1	3	91	94	0	-10	-12	-11	31
102	-10	-0.5	C=CCNC(=S)NNC(=O)c1ccc(Br)cc1	-2	101	103	-4	-4	-2	-23	18
103	0	2.1	Cc1c(NC2=CC(=O)CC(C)(C)C2)ccc([N+](=O)[O-])c1C	12	105	102	0	1	0	-2	6
89	0	0.9	O=C(c1ccccc1[N+](=O)[O-])n1cnc2ccccc21	4	92	93	-2	-1	-11	-5	20
102	0	1.1	O=C(CC(=O)NC1CCCCC1)N/N=C/c1cccc2ccccc12	6	103	102	-2	-6	-10	-9	32
102	-5	0.2	COc1ccc(OC)c(NC(=O)C2C3CC4OC(=O)C2C4C3)c1 (stereo not given)	2	101	104	-1	-7	-16	-9	20
?	-2	2.0	CCNC(=O)CSc1nc2ccccc2c(=O)n1-c1cccc(OC)c1	3	100	102	1	-4	-1	-2	14
81	-2	0.6	O=C(NC1CC1)C1=C[C@@H](c2ccc(Br)cc2)C[C@@H](OCCCCO)O1	5	88	86	-1	-3	-5	-5	17
103	-2	-0.6	CC(=O)Nc1ccc(OCC(O)Cn2c(CO)nc3ccccc32)cc1 (stereo not given)	-1	101	103	0	1	-2	-1	21
106	-12	1.3	O=S(=O)(NC1CC1)c1ccc(S(=O)(=O)N2CCCC(c3nc(-c4cccnc4)no3)C2)cc1 (stereo not given)	13	101	103	-6	-11	-24	-10	25
95	0	-0.2	COCCCNC(=O)C1CCC(=O)N1Cc1ccccc1Cl (stereo not given)	12	98	98	1	3	-2	2	32
107	-2	0.5	CCc1nnc(NC(=O)[C@@H](NC(=O)c2cccc(S(=O)(=O)N(CC)CC)c2)C(C)C)s1	5	104	105	3	-11	-12	-6	12
96	-7	1.7	COc1ccccc1CC(=O)Nc1ccccc1O	9	99	102	-6	1	-1	-1	16
101	-6	0.6	COc1ccc(OCC(=O)OCC(=O)NCc2ccco2)cc1	15	102	98	-3	-10	-19	-11	27
100	0	1.0	Cc1cccc([N+](=O)[O-])c1NC(=O)CN(Cc1ccccc1)Cc1ccccc1	5	98	95	0	1	0	0	4
100	-3	0.2	CCOCCCNC(=O)CCc1ccc(S(=O)(=O)Nc2ccc(C)cc2)cc1	2	101	100	-4	-6	-8	-8	15

Next part (3 carried over from the part before).
RGS7-Gao	Bim-Bcl-XL	ABCB1 inh	compound	ABCG2 block	RGS8-Gao	RGS4-Gao reg	Bim-Bcl-W	Bim-Bcl-2	Bim-Bfl-1	Bcl-B Bim block	GSH fluor
101	-6	0.6	COc1ccc(OCC(=O)OCC(=O)NCc2ccco2)cc1	15	102	98	-3	-10	-19	-11	27
100	0	1.0	Cc1cccc([N+](=O)[O-])c1NC(=O)CN(Cc1ccccc1)Cc1ccccc1	5	98	95	0	1	0	0	4
100	-3	0.2	CCOCCCNC(=O)CCc1ccc(S(=O)(=O)Nc2ccc(C)cc2)cc1	2	101	100	-4	-6	-8	-8	15
110	-2	0.2	COc1ccc(C(CCc2ccc(C)o2)NC(=O)Nc2ccc(OC)cc2OC)cc1 (stereo not given)	1	106	110	-3	-6	-2	0	16
105	0	-0.2	COc1ccc(CCN2C(=NC(=O)CCC(=O)O)SC3CS(=O)(=O)CC32)cc1 (stereo not given)	-1	114	104	6	0	0	4	22
105	16	13	CCOc1ccc(-c2nc(CSCC(=O)N3CCN(c4cccc(OC)c4)CC3)c(C)o2)cc1	19	103	107	10	10	11	8	11
?	-3	2.6	Cc1ccccc1-c1cnn(-c2cccc([N+](=O)[O-])c2)c1N	12	100	102	-2	-6	-5	-6	16
103	4	1.2	C=CCOc1cccc(C2C(C(=O)c3ccc(C)o3)=C(O)C(=O)N2CCN(C)C)c1 (stereo not given)	5	105	106	0	-6	-10	-6	42
